ANO1 block = blocks the mouse calcium-activated chloride channel TMEM16A; Q8BHY3; HEK293 TMEM16A/YFP iodide influx fluorescence, ionomycin; normalized B-score (activity score, 25-100; higher = stronger inhibition) at 10 µM; actives 1.2% (n = 310,000); AID 588511;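 active = ratio plate-corrected score three or more library SD toward inhibition, starting fluorescence score within five deviations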;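 note: score derived from kinetic fluorescence span divided by baseline fluorescence per well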
Target sequence (Q8BHY3 whole entry, looked up): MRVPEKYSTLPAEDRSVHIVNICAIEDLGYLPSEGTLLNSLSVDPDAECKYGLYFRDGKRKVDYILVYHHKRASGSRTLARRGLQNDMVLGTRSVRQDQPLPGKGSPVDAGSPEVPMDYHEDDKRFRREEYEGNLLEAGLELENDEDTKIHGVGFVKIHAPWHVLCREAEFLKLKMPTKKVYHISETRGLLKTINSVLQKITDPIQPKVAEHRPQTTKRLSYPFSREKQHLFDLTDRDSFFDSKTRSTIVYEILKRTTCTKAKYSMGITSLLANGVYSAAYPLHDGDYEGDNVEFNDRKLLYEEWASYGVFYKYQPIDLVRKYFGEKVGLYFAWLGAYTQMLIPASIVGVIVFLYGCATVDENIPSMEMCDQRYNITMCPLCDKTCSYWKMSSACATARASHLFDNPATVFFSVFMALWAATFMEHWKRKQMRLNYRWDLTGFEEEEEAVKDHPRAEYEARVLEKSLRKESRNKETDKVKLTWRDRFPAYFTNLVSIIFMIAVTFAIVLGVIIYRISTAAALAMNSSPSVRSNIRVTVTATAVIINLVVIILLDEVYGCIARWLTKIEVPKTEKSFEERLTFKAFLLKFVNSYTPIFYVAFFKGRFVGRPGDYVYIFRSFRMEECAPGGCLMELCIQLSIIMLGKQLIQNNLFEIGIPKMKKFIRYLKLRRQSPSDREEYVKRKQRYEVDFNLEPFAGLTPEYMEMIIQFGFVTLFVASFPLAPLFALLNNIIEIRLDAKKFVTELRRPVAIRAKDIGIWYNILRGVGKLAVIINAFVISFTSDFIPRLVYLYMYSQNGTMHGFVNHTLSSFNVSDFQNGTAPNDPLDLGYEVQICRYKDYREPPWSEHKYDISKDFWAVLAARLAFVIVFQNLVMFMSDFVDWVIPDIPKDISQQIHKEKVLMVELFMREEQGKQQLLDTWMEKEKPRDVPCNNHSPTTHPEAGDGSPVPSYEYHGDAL
KCNK3 block = human KCNK3 channel inhibition, primary screen. CHO-KCNK3 thallium flux, FluxOR fluorescence; stronger effect = lower value. O14649. B-score at 10 µM. actives 0.84% (n = 340,000);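 active = B-score under library mean minus 4 SD, starting fluorescence ratio at most library mean plus 5 SD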;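 note: more negative B-score means stronger inhibition of thallium flux through KCNK3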
ANO1 activ = activators or potentiators of mouse TMEM16A chloride channel | Q8BHY3 | HEK293 TMEM16A/YFP-H148Q/I152L, iodide quench fluorescence; stronger effect = lower value | B-score at 10 µM | actives 0.3% (n = 340,000) | AID 623877;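 active = fluorescence-ratio B-score plate-corrected deviation score at least 3 library SD below zero, with starting fluorescence score within 5 deviations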;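 note: channel opened by trigger with iodide after compound preincubation; score built on the fluorescence ratio of max minus min over baseline; more negative score means more quench and so TMEM16A activation or potentiation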
HDAC3 inh = inhibitors of human histone deacetylase 3; recombinant HDAC3, fluorogenic peptide/trypsin coupled, fluorescence; inhibition, % at 8.3 µM; actives 0.15% (n = 320,000); AID 2718; in the data active = inhibition above about 26%, passing the limit was not always enough
DYRK1A inh = Dyrk1A (rat) kinase inhibition; Q63470; ADP-Glo luminescence, NFATc1 peptide; inhibition, % at 12.5 µM; actives 0.43% (n = 310,000); AID 504441; in the data active = inhibition above about 50%;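 note: plate controls were vehicle with enzyme for no effect and no enzyme for full effect; many of its hits are not listed in these tables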
An asterisk follows results filed as active.

For Cc1cccc(NS(=O)(=O)c2ccc(C)c(C(=O)N(C)C)c2)c1 the results were KCNK3 block inactive, ANO1 activ inactive, HDAC3 inh -3 and DYRK1A inh 0.
Screening CCOC(=O)c1cc(C#N)c(SC(C)C(=O)NC2CCCCC2)nc1C (stereo not given) returned KCNK3 block inactive, ANO1 activ inactive, HDAC3 inh 3 and DYRK1A inh 7.
For CCOC(=O)c1ccc(-c2c(-c3ccccc3OC)sc3ccc(OC)cc23)cc1F the results were KCNK3 block inactive, ANO1 activ inactive, HDAC3 inh 5 and DYRK1A inh 2.
`CC(=O)Nc1ccc(SC[C@H](Cc2ccccc2)N2CC[C@@H](C)CCC2=O)cc1` gave KCNK3 block inactive, ANO1 activ inactive, HDAC3 inh 0 and DYRK1A inh 0.
For CC(C)(C)c1ccc(NC(=O)COC(=O)c2ccc3ncsc3c2)cc1 the results were KCNK3 block inactive, ANO1 activ inactive, HDAC3 inh -5 and DYRK1A inh 1.
For CC(C)(C)NC(=O)NC(=O)CSc1ccc(S(=O)(=O)N2CCCCC2)cn1 the results were KCNK3 block inactive, ANO1 activ inactive, HDAC3 inh 0 and DYRK1A inh 11.
Screening O=C(c1ccccc1)N(C(=O)c1ccccc1)c1ncnc2c1C(c1ccccc1)c1c(ccc3ccccc13)O2 (stereo not given) returned KCNK3 block inactive, ANO1 activ inactive, HDAC3 inh -5 and DYRK1A inh -8.
Screening Cc1ccc(NC(=O)CN(C)C(=O)c2ccc(OCc3cn4ccccc4n3)cc2)cc1 returned KCNK3 block inactive, ANO1 activ inactive, HDAC3 inh -8 and DYRK1A inh 5.
For CN(C)S(=O)(=O)c1cccc(NC(=O)c2ccc(NS(=O)(=O)c3cccs3)cc2)c1 the results were KCNK3 block inactive, ANO1 activ inactive, HDAC3 inh 4 and DYRK1A inh 4.
`N#Cc1ccc(S(=O)(=O)Nc2ccccc2N2CCOCC2)cc1` gave KCNK3 block inactive, ANO1 activ inactive, HDAC3 inh 1 and DYRK1A inh 1.
CC(=O)c1c(C)[nH]c(C(=O)COC(=O)COc2ccccc2F)c1C was read as KCNK3 block inactive, ANO1 activ inactive, HDAC3 inh -3 and DYRK1A inh 3.
CC(NC(=O)COC(=O)Cc1ccc(Cl)cc1)c1ccccc1 (stereo not given) was read as KCNK3 block inactive, ANO1 activ inactive, HDAC3 inh 14 and DYRK1A inh -1.
For O=C(Oc1ccc([N+](=O)[O-])cc1)C1CC(=O)N(c2ccc3c(c2)OCCO3)C1 (stereo not given) the results were KCNK3 block inactive, ANO1 activ inactive, HDAC3 inh 7 and DYRK1A inh 0.
CC(C)CC1(C)NC(=O)N(CC(=O)N2C(C)CCCC2C)C1=O (stereo not given) was read as KCNK3 block inactive, ANO1 activ inactive, HDAC3 inh 4 and DYRK1A inh 0.
`Cc1cc(C(=O)NCc2ccco2)sc1C` gave KCNK3 block inactive, ANO1 activ inactive, HDAC3 inh -1 and DYRK1A inh 2.
`COc1ccc(C2=Nn3c(nnc3-c3ccccc3F)SC2)cc1OC1CCCC1` gave KCNK3 block inactive, ANO1 activ inactive, HDAC3 inh 2 and DYRK1A inh 14.
`CCCCCCCNC(=O)C1(CC2CC(c3ccccc3)=NO2)CCNCC1` (stereo not given) gave ANO1 block inactive, KCNK3 block inactive, ANO1 activ inactive and HDAC3 inh 0.
For O=S(=O)(c1ccccc1)N1CCN(Cc2ccccc2C(F)(F)F)CC1 the results were ANO1 block inactive, KCNK3 block inactive, ANO1 activ inactive and HDAC3 inh 2.
`COC(=O)c1cnc2c(C(F)(F)F)cccc2c1OC` gave ANO1 block inactive, KCNK3 block inactive, ANO1 activ inactive and HDAC3 inh 0.
`CCOc1ccc(OCC)c(NC(=O)CN2CCN(c3cccc(C)c3C)CC2)c1` gave ANO1 block inactive, KCNK3 block inactive, ANO1 activ inactive and HDAC3 inh 4.
For CC(=O)Nc1cc(OC(C)=O)c2nonc2c1OC(C)=O the results were ANO1 block inactive, KCNK3 block inactive, ANO1 activ inactive and HDAC3 inh -3.
CCOc1ccccc1N/C(=C(/C(Cl)=C(Cl)Cl)[N+](=O)[O-])n1cncn1 was read as ANO1 block inactive, KCNK3 block inactive, ANO1 activ inactive and HDAC3 inh 5.
O=C(Nc1ccc(F)cc1)c1cccc2c1C(=O)N(Cc1ccccn1)C2 was read as ANO1 block inactive, KCNK3 block inactive, ANO1 activ inactive and HDAC3 inh 0.
For CCOc1ccc(/C=C/C(=O)c2cc(Br)ccc(=O)c2O)cc1 the results were ANO1 block inactive, KCNK3 block inactive, ANO1 activ inactive and HDAC3 inh 9.
Screening Cn1cccc1/C=C1\SC(=S)N(NC(=O)c2ccc(Cl)cc2)C1=O returned ANO1 block inactive, KCNK3 block inactive, ANO1 activ inactive and HDAC3 inh 6.
`O=C1CC(NCc2ccc3c(c2)OCO3)C(=O)N1Cc1ccc2c(c1)OCO2` (stereo not given) gave ANO1 block inactive, KCNK3 block inactive, ANO1 activ inactive and HDAC3 inh 0.
For O=C(NCc1ccco1)C1Cc2ccccc2CN1S(=O)(=O)c1ccccc1F (stereo not given) the results were ANO1 block inactive, KCNK3 block inactive, ANO1 activ inactive and HDAC3 inh -5.
Screening COc1ccc(N(CC(=O)Nc2cccc(OC)c2)S(=O)(=O)c2c(C)nn(C)c2C)cc1 returned ANO1 block inactive, KCNK3 block inactive, ANO1 activ inactive and HDAC3 inh 1.
Screening COc1cc2c(cc1OC)C(=O)N1[C@H]3c4cc(Cl)ccc4OC[C@@H]3[C@H](c3ccccc3)[C@]1(C)C(=O)N2 returned ANO1 block inactive, KCNK3 block inactive, ANO1 activ inactive and HDAC3 inh 2.
For CC1(C)N([O-])c2cc([N+](=O)[O-])ccc2[N+]1=O the results were ANO1 block inactive, KCNK3 block inactive, ANO1 activ inactive and HDAC3 inh 9.
For CCn1c(=O)n(CC(=O)Nc2cccc(OC)c2)c(=O)c2ccccc21 the results were ANO1 block inactive, KCNK3 block inactive, ANO1 activ inactive and DYRK1A inh -3.
`CCCNC(=O)Cn1cnc2sc(C(=O)N3CCN(CCC)CC3)c(C)c2c1=O` gave ANO1 block inactive, KCNK3 block inactive, ANO1 activ inactive and DYRK1A inh -5.
`CC(CNC1CCCCC1)OC(=O)c1ccccc1` (stereo not given) gave ANO1 block inactive, KCNK3 block inactive, ANO1 activ inactive and DYRK1A inh 6.
`CCOc1ccc(-c2nc(=S)[nH][nH]2)cc1` gave ANO1 block inactive, KCNK3 block inactive, ANO1 activ inactive and DYRK1A inh 6.
O=C(CN1CCN(S(=O)(=O)c2ccc(Br)cc2)CC1)Nc1ccc2c(c1)OCCO2 was read as ANO1 block inactive, KCNK3 block inactive, ANO1 activ inactive and DYRK1A inh -7.
For CN(CCCCCCCCCCN(C)C(=O)Oc1cccc([N+](C)(C)C)c1)C(=O)Oc1cccc([N+](C)(C)C)c1 the results were ANO1 block inactive, KCNK3 block inactive, ANO1 activ inactive and DYRK1A inh -8.
O=C1CCc2cc(S(=O)(=O)NC(C(=O)NCc3cccnc3)c3ccccc3)ccc2N1 (stereo not given) was read as ANO1 block inactive, KCNK3 block inactive, ANO1 activ inactive and DYRK1A inh 10.
`CN1CCN(C(=O)C(Cc2ccccc2)NS(=O)(=O)c2ccc3c(c2)CCC(=O)N3)CC1` (stereo not given) gave ANO1 block inactive, KCNK3 block inactive, ANO1 activ inactive and DYRK1A inh -2.
`COc1ccc(Cc2nc(-c3ccc(Br)cc3)no2)cc1` gave ANO1 block inactive, KCNK3 block inactive, ANO1 activ inactive and DYRK1A inh -1.
For Nc1ncc(N=Nc2cc(C(=O)O)ccc2Cl)s1 the results were ANO1 block inactive, KCNK3 block inactive, ANO1 activ inactive and DYRK1A inh 21.
For O=S1(=O)CCN(Cc2cccc(Cl)c2)CC1 the results were ANO1 block inactive, KCNK3 block inactive, ANO1 activ inactive and DYRK1A inh 2.
For CCCCCCCCCCCCCCCC(=O)OC(CC(=O)O)C[N+](C)(C)C (stereo not given) the results were ANO1 block inactive, KCNK3 block inactive, ANO1 activ inactive and DYRK1A inh 18.
`COc1ccc(C)cc1NC(=O)C1CCCN1C(=O)OCc1ccccc1` (stereo not given) gave ANO1 block inactive, KCNK3 block inactive, ANO1 activ inactive and DYRK1A inh 4.
O=C(CCc1nc2ccccc2[nH]1)Nc1ccccc1 was read as ANO1 block inactive, KCNK3 block inactive, ANO1 activ inactive and DYRK1A inh -8.

Compounds shown so far with four or more nitrogen atoms, in the order listed:
For CC(C)(C)NC(=O)NC(=O)CSc1ccc(S(=O)(=O)N2CCCCC2)cn1 the results were KCNK3 block inactive, ANO1 activ inactive, HDAC3 inh 0 and DYRK1A inh 11.
Screening Cc1ccc(NC(=O)CN(C)C(=O)c2ccc(OCc3cn4ccccc4n3)cc2)cc1 returned KCNK3 block inactive, ANO1 activ inactive, HDAC3 inh -8 and DYRK1A inh 5.
`COc1ccc(C2=Nn3c(nnc3-c3ccccc3F)SC2)cc1OC1CCCC1` gave KCNK3 block inactive, ANO1 activ inactive, HDAC3 inh 2 and DYRK1A inh 14.
CCOc1ccccc1N/C(=C(/C(Cl)=C(Cl)Cl)[N+](=O)[O-])n1cncn1 was read as ANO1 block inactive, KCNK3 block inactive, ANO1 activ inactive and HDAC3 inh 5.
Screening COc1ccc(N(CC(=O)Nc2cccc(OC)c2)S(=O)(=O)c2c(C)nn(C)c2C)cc1 returned ANO1 block inactive, KCNK3 block inactive, ANO1 activ inactive and HDAC3 inh 1.
`CCCNC(=O)Cn1cnc2sc(C(=O)N3CCN(CCC)CC3)c(C)c2c1=O` gave ANO1 block inactive, KCNK3 block inactive, ANO1 activ inactive and DYRK1A inh -5.
For CN(CCCCCCCCCCN(C)C(=O)Oc1cccc([N+](C)(C)C)c1)C(=O)Oc1cccc([N+](C)(C)C)c1 the results were ANO1 block inactive, KCNK3 block inactive, ANO1 activ inactive and DYRK1A inh -8.
O=C1CCc2cc(S(=O)(=O)NC(C(=O)NCc3cccnc3)c3ccccc3)ccc2N1 (stereo not given) was read as ANO1 block inactive, KCNK3 block inactive, ANO1 activ inactive and DYRK1A inh 10.
`CN1CCN(C(=O)C(Cc2ccccc2)NS(=O)(=O)c2ccc3c(c2)CCC(=O)N3)CC1` (stereo not given) gave ANO1 block inactive, KCNK3 block inactive, ANO1 activ inactive and DYRK1A inh -2.
For Nc1ncc(N=Nc2cc(C(=O)O)ccc2Cl)s1 the results were ANO1 block inactive, KCNK3 block inactive, ANO1 activ inactive and DYRK1A inh 21.

Source: PubChem BioAssay

This is a subset, so the mix of outcomes need not match the whole.
